# CD11b adhes inh: inhibitors of CD11b/CD18 adhesion to fibrinogen, primary screen, K562 cells, luminescence | ATPlite luminescence; Mn2+ added to activate the integrin | inhibition, % at 10 µM | 93,000 tested, 0.54% active | AID 1497, 2009;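 active = primary inhibition of 50% or more at 10 µM, then 40% or more on retest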; note: some results filed as inactive read as strong as hits
# Target sequence (P05107 whole entry, looked up, other chains not shown): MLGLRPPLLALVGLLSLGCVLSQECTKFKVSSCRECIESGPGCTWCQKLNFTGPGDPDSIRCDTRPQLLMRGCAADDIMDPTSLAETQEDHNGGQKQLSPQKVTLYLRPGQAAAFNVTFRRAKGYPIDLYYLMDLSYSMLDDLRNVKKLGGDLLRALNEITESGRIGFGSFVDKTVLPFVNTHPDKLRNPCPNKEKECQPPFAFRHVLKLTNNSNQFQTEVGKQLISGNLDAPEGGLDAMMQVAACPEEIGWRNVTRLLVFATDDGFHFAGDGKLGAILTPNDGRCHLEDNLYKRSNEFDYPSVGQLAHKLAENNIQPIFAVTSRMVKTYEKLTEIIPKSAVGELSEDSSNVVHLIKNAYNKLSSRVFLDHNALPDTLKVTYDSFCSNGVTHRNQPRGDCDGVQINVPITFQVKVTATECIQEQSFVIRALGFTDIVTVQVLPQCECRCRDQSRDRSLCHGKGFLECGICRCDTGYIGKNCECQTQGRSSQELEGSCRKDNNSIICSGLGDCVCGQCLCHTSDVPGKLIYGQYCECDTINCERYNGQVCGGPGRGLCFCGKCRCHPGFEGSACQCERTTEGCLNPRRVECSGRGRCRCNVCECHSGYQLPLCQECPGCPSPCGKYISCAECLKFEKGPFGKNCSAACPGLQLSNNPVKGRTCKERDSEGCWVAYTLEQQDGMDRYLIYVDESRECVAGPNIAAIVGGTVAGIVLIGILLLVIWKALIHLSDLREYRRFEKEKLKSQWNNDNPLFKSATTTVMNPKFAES
# PLK1 kinase inh: human PLK1 kinase inhibitors, primary screen, biochemical, TR-FRET. Serine/threonine-protein kinase PLK1 (Homo sapiens), P53350. recombinant PLK1 kinase, TR-FRET peptide phosphorylation. inhibition, % at 10 µM. 97,000 tested, 0.53% active. AID 619, 2007;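 active = inhibition of 50% or more in the single-concentration screen; inactive = inhibition below 50%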;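 note: 0% = DMSO max control and 100% = H-89 dihydrochloride min control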
# CD11b adhes enh: enhancers of CD11b/CD18 adhesion to fibrinogen, primary screen, K562 cells, luminescence; AID 1499, 2009; 93,000 tested, 0.07% active; ATPlite luminescence; Integrin beta-2 (Homo sapiens) + Integrin alpha-M (Homo sapiens), P05107+P11215; activation, % at 10 µM;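 active = 10 µM primary screen giving 50% or more activity, confirmed by 40% or more on retest at that dose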; note: strong numbers were not always called active
# HIV Rev-RRE inh: HIV-1 Rev-RRE binding inhibitors, primary screen, biochemical, FRET, protein-RNA interaction. P05866. Rev peptide-RRE RNA binding. inhibition, % at 8 µM. 97,000 tested, 0.79% active;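 active = inhibition above the screen-wide mean plus 3 SD, cut at about 35% in these data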;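 note: 0% = median DMSO wells and 100% = median Neomycin B control wells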
# Target sequence (P05866 whole entry, looked up): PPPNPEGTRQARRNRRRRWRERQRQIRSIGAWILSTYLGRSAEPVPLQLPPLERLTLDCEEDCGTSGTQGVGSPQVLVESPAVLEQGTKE
#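 Test system: Cy5-tagged RRE RNA duplex with fluorescein-tagged Rev peptide; Probe or stimulus: labelled Rev peptide; Schedule: 5 min preincubation and 15 min binding, 25 °C; Signal: FRET fluorescence readout; Evaluation: % inhibition from 671/540 nm acceptor-to-donor ratio, scaled between controls; Control set: DMSO and neomycin B.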
# ERa coact inh: ERα–SRC-1 coactivator interaction inhibitors, primary screen, biochemical, TR-FRET, ERα LBD, estradiol-bound. TR-FRET ER-alpha LBD / SRC-1 peptide. Estrogen receptor (Homo sapiens), P03372. 86,000 tested, 1.7% active. inhibition, % at 25.6 µM; in the data active = inhibition above about 50%;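 note: 0% = receptor plus peptide control and 100% = peptide only without receptor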
# ERb coact inh: inhibitors of ERβ-SRC1 coactivator interaction, primary screen, biochemical, TR-FRET, ERβ LBD, SRC-1 peptide; inhibition, % at 25.6 µM; Estrogen receptor beta (Homo sapiens), Q92731; 86,000 tested, 1.3% active; TR-FRET ER-beta LBD / SRC1-Cy5 peptide binding; receptor agonist-loaded with 1 µM estradiol;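 active = compounds whose percent inhibition of the receptor-coactivator binding signal exceeds about 50% in the single-dose screen, limit read from the data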;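 note: 0% = receptor plus peptide wells without compound and 100% = peptide-only wells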
# FAK inh: FAK kinase inhibitors, primary screen, biochemical; 97,000 tested, 0.84% active; biochemical FAK kinase activity assay; inhibition, %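 (tested at 7 µM)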; in the data active = inhibition above about 19%;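 note: 0% = DMSO and 100% = reference compound high control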
# PLK1 PBD inh: Plk1 polo box domain binding inhibitors, primary screen, biochemical, fluorescence polarization; Serine/threonine-protein kinase PLK1 (Homo sapiens), P53350; inhibition, %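 (tested at about 20 µM)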; 97,000 tested, 0.13% active; Plk1 PBD phosphopeptide binding; in the data active = inhibition above about 34%, passing the limit was not always enough
# ERa SRC1 pot: enhancers of ERα–SRC-1 coactivator binding, primary screen, biochemical, TR-FRET, ERα LBD, low estradiol. TR-FRET ERalpha-LBD/SRC-Cy5 coactivator binding, 2 h; 100 = basal binding, no effect. coactivator binding (% of control), % at 25.6 µM. 86,000 tested, 1.3% active. AID 639, 2007; in the data active = activity above about 200%;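 note: binding measured in presence of low estradiol as agonist stimulus; 0% = peptide alone without receptor and 100% = receptor with peptide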
# An asterisk follows results filed as active; x = not tested or not shown; [ ] = remark or other dose.
FAK inh	PLK1 PBD inh	ERb coact inh	ERa coact inh	PLK1 kinase inh	HIV Rev-RRE inh	CD11b adhes inh	CD11b adhes enh	ERa SRC1 pot	mol
-1	8	17[fluorescence artefact?]	13	-12	-4	x	x	76[fluorescence artefact?]	COC(=O)c1cn(NC(=O)c2cccc(OC)c2)c(=O)c2ccccc12
-1	17	x	x	-6	3	4	1	x	O=C(CSCc1c(Cl)cccc1Cl)Nc1ccccc1C(=O)N1CCOCC1
-1	-16	-4	-2	22	5	-1	4	124	Cc1n[nH]c(C)c1S(=O)(=O)NCCc1ccc(Cl)cc1
-1	28	x	x	-24	9	x	x	x	Cc1ccc2sc(NC(=O)CSc3nc(C)cc(C)c3C#N)nc2c1
16	-11	x	x	8	10	x	x	x	O=C(Nc1cnn(Cc2ccc(Cl)cc2)c1)c1ccc([N+](=O)[O-])cc1
2	1	x	x	-16	3	-23	3	x	Cc1nc2ccc(NC(=O)N3CCC(c4ccccc4)C3)cc2nc1C (stereo not drawn)
3	-22	x	x	35	9	7	-1	x	O=C1C(C2=NC(C(=O)O)C3C(=O)N(c4ccc(Cl)cc4)C(=O)C23)=C(O)c2ccccc21 (stereo not drawn)
10	-19	-3	-4	1	8	-12	2	114	COc1ccc(S(=O)(=O)N2CCN(S(=O)(=O)c3ccc4c(c3)OCCO4)CC2)cc1
-1	-11	-5	-6	0	5	1	-6	104[fluorescence artefact?]	Cc1ccc(S(=O)(=O)NC(=NCC(=O)O)c2ccc(F)cc2)cc1
-6	-21	11[fluorescence artefact?]	6	-21	16	-20	10	98[fluorescence artefact?]	Cc1cc2cc(C(c3nnnn3CC3CCCO3)N3CCCc4ccccc43)c(=O)[nH]c2cc1C (stereo not drawn)
0	-7	-8	6	-25	2	x	x	93	O=C(Nc1nnc(-c2cccs2)o1)c1cccc(F)c1
-1	-35	4	2	-6	15	-4	2	96	Cn1cccc1C(=O)NC(=O)COC(=O)CC12CC3CC(CC(C3)C1)C2
0	12	-5	6[fluorescence artefact?]	-9	3	-22	-3	97	COc1ccc2[nH]c(=O)c(CN(C)C(=O)COc3ccccc3)cc2c1
4	7	-3[fluorescence artefact?]	1	-4	3	x	x	98	O=C(CCCSc1nc2ccccc2[nH]1)Nc1nnc(-c2ccccc2)o1
-1	-1	-1[fluorescence artefact?]	3	6	3	-12	-1	100	CC(C)Cc1nc(N2CCOCC2)c(C#N)c2c1COC(C)(C)C2
0	4	-19	-6	-4	0	-14	-4	108	O=C(C(NS(=O)(=O)c1cccs1)c1ccccc1)N1CCN(c2ccccc2F)CC1 (stereo not drawn)

# 4 compounds from above, ordered by the number in CD11b adhes enh, low to high:
FAK inh	PLK1 PBD inh	ERb coact inh	ERa coact inh	PLK1 kinase inh	HIV Rev-RRE inh	CD11b adhes inh	CD11b adhes enh	ERa SRC1 pot	mol
3	-22	x	x	35	9	7	-1	x	O=C1C(C2=NC(C(=O)O)C3C(=O)N(c4ccc(Cl)cc4)C(=O)C23)=C(O)c2ccccc21 (stereo not drawn)
-1	17	x	x	-6	3	4	1	x	O=C(CSCc1c(Cl)cccc1Cl)Nc1ccccc1C(=O)N1CCOCC1
-1	-35	4	2	-6	15	-4	2	96	Cn1cccc1C(=O)NC(=O)COC(=O)CC12CC3CC(CC(C3)C1)C2
-6	-21	11[fluorescence artefact?]	6	-21	16	-20	10	98[fluorescence artefact?]	Cc1cc2cc(C(c3nnnn3CC3CCCO3)N3CCCc4ccccc43)c(=O)[nH]c2cc1C (stereo not drawn)

# Next section
FAK inh	PLK1 PBD inh	ERb coact inh	ERa coact inh	PLK1 kinase inh	HIV Rev-RRE inh	CD11b adhes inh	CD11b adhes enh	ERa SRC1 pot	mol
-3	-9	5	-2	-12	1	-1	-2	102[fluorescence artefact?]	O=C(O)CSc1nnc(Cc2ccccc2)n1-c1ccccc1
x	x	-5	-6	x	x	-9	-1	91	O=C(OCC(=O)N(C1CCCCC1)C1CCCCC1)c1ccncc1
x	x	-3	-7	x	x	7	1	131[fluorescence artefact?]	COC(=O)c1cc(OC)c(OC)cc1NC(=O)C1CCCO1 (stereo not drawn)
-1	-10	-17	-9	-6	0	2	3	104	Cc1cc(S(=O)(=O)NC2CCCCC2)ccc1OCC(=O)NCc1ccccn1
-4	20	x	x	-6	-2	x	x	x	COc1ccc(CN(C(=O)c2ccc3c(c2)OCCO3)C(C(=O)NC2CCCCC2)c2ccc3ncccc3c2)cc1 (stereo not drawn)
1	-4	x	x	-7	-1	-13	2	x	C=CCNC(=S)NNC(=O)c1cccn(Cc2cccc(Cl)c2)c1=O
-1	10	0	8	2	6	-5	-4	92	CC(NC(=O)c1cc2c(s1)CCCC2)C(C)(C)C (stereo not drawn)
-3	-6	17	6	-4	8	13	-3	84[fluorescence artefact?]	Cc1nc(N2CCC(C)CC2)c2c(C)c(C(=O)O)sc2n1
x	x	14	3	x	x	47	-5	80[fluorescence artefact?]	c1ccc(OCc2nnc3sc(-c4cccs4)nn23)cc1
3	5	0	-4[fluorescence artefact?]	-1	5	-5	5	92[fluorescence artefact?]	CC(C)CC(c1nnnn1C1CCCC1)N1CCN(C(=O)c2ccco2)CC1 (stereo not drawn)
1	-15	-13	-4	-1	2	x	x	74	Cc1ccc(C(=O)n2nnc3ccccc32)cc1
0	-9	-2	-4	-18	3	-2	-2	111	O=S(=O)(Cc1ccccc1)N1CCn2c(nc3ccccc32)C1
-2	-8	-3[fluorescence artefact?]	-8	23	-2	2	6	106	CCOC(=O)c1cc(C#N)c(N)nc1C
-2	-8	-10	7[fluorescence artefact?]	-11	7	2	-1	112	COc1ccccc1NC(=O)c1cccc(NC(=O)c2ccco2)c1
0	6	-4	-3	5	0	-4	4	121[fluorescence artefact?]	COc1cc(NC(=O)c2cc(C(C)C)on2)cc(OC)c1OC
x	x	-6	0	x	x	-19	1	91	Cn1c(=O)c2c(nc(N3CCCCCC3)n2Cc2cccc3ccccc23)n(C)c1=O
-6	-16	-7	-9	-17	0	-3	0	107	COc1cccc(C2=NOC(C(=O)NC3CCCCC3)C2)c1 (stereo not drawn)
2	14	4	5[fluorescence artefact?]	-9	0	10	-2	83	Cn1c(SCC(=O)OC2CCCCC2)nnc1-c1ccc2c(c1)OCO2
7	-28	x	x	-5	0	x	x	x	Cc1ccccc1C(=O)Nc1ccc(C(=O)NNC(=O)CCCOc2ccc(Cl)cc2Cl)cc1
1	-24	-4	-3	-6	9	-6	6	114	COc1ccc(OC)c(S(=O)(=O)N2CCC(C(=O)N3CCc4ccccc4C3)CC2)c1
-1	-1	x	x	-9	5	x	x	x	CCOC(=O)N1CCC(NC(=O)CCC(=O)N2CC(C)Oc3ccc(C)cc32)CC1 (stereo not drawn)
1	-28	1	-5	5	5	-23	-7	103	CN(C)S(=O)(=O)c1ccc(N2CCCC2)c(C(=O)NCc2ccccc2)c1
3	-9	6	0	-9	6	4	-1	145	N#Cc1cn(-c2ccccc2)nc1-c1ccccc1
6	13	x	x	-8	5	x	x	x	O=C(NNC(=O)c1sc2ccccc2c1Cl)Nc1ccc(Cl)cc1
2	-17	2[fluorescence artefact?]	-4[fluorescence artefact?]	-3	4	x	x	118[fluorescence artefact?]	CCOc1ccc(N2C(=O)CC(N3CCN(c4ccc(C(=O)c5ccncc5)cc4)CC3)C2=O)cc1 (stereo not drawn)
2	-22	-1	-5	-4	3	-2	-3	115	CCOC(=O)Cc1csc(NC(=O)C2CCCN(S(=O)(=O)c3cnc[nH]3)C2)n1 (stereo not drawn)
0	7	-8	-7	-6	6	x	x	103	Cc1cc(C)nc(Nc2ncc(O)n2-c2ccccc2)n1
1	-28	16	4[fluorescence artefact?]	-9	16	-6	2	238*[fluorescence artefact?]	Cc1ccc(-c2nnc3ccc(SCC(=O)N4CCc5ccccc54)nn23)cc1
-2	-26	5	2	-28	8	-6	-4	99	CCOCCCNC(=O)C(NC(=O)c1ccc(=O)[nH]c1)c1ccccc1 (stereo not drawn)
-2	-27	3	3	5	9	-10	1	108	O=C(NCCCN1CCN(c2ccccc2F)CC1)C1CCCN(S(=O)(=O)c2cnc[nH]2)C1 (stereo not drawn)
x	x	-4	-13	x	x	7	-6	123[fluorescence artefact?]	Cc1cccc(NC(=O)N2CCC(c3nc4ccccc4o3)CC2)c1
5	-36	-3	0	-7	6	x	x	97	Cc1c(Br)cc(C(=O)NC2CCCCC2)c(C)c1C
7	17	22[fluorescence artefact?]	-2[fluorescence artefact?]	-9	18	1	2	168	CCCCSc1nc2c(cnn2-c2ccc(C)c(C)c2)c(=O)[nH]1
-1	1	4	-3	-8	9	3	0	98	Cn1cc(Cl)c(-c2nc3ccccc3[nH]2)n1
3	29	x	x	9	9	11	11	x	CCC(=O)Nc1cccc(C(=O)/C=C/c2ccccc2)c1
-3	-10	-7	-6	-11	-1	x	x	109	CC12CN(C(=O)c3ccco3)CC(c3ccccc3)(CN(C(=O)c3ccco3)C1)C2=O
6	-7	x	x	-13	6	x	x	x	COC(=O)CC1COc2ccccc2N1C(=O)c1cccc(Cl)c1 (stereo not drawn)
-1	13	10	11[fluorescence artefact?]	16	5	-5	-5	107	O=c1oc2cc(O)ccc2c2ccccc12
3	5	x	x	2	-4	23	-5	x	CCOC(=O)c1cncc(NC(=O)c2ccccc2)c1
-2	-10	4	-1	-12	6	0	-1	128	O=C(NCN1CCCCC1)c1cccnc1
2	-7	-7[fluorescence artefact?]	-7	-9	1	6	-7	85[fluorescence artefact?]	Cc1ccc(-n2cc(C(C)(C)C)[nH]c2=S)cc1
1	23	x	x	-10	1	44	18	x	CCc1ccc2oc(-c3cc(N=Cc4cccc(OC)c4O)ccc3O)nc2c1
x	x	-2[fluorescence artefact?]	4[fluorescence artefact?]	x	x	-4	-3	112[fluorescence artefact?]	OC(CNC1CCCCC1)CN1CCN(CC(O)CNC2CCCCC2)CC1 (stereo not drawn)
-3	6	x	x	-8	6	x	x	x	COc1cccc(C(=O)NNC2=CC(=O)CC(C)(C)C2)c1
x	x	5	18	x	x	-15	16	258*[fluorescence artefact?]	c1cncc(-c2nc(Oc3ccc(-c4nnco4)cc3)c3c4c(sc3n2)CCCC4)c1
-1	6	-7	-40	-12	10	x	x	106	Cc1occc1C(=O)NN=C1C2CC3CC(C2)CC1C3
10	-9	69*	63*[fluorescence artefact?]	-8	4	-1	5	73	Cc1c([C@H]2[C@@H](CC#N)C2(C)C)c2ccccc2n1C
0	-36	17[fluorescence artefact?]	3[fluorescence artefact?]	-8	-2	-16	-1	135	CCCC(=O)N1c2ccccc2[C@@H](N(C(C)=O)c2ccccc2)C[C@H]1C
-3	-27	-4[fluorescence artefact?]	1	5	0	2	2	113	Cc1cccc(OCC(=O)N2CCC(N3CCCCCC3)CC2)c1
0	28	-9	-6	-16	0	-23	-3	124	COC(=O)c1ccc(CSCC(=O)Nc2cc(OC)cc(OC)c2)o1
4	-7	-9	-5	-16	4	-3	-7	118	Cc1noc(C)c1S(=O)(=O)N(CC(=O)N1CCCC1)c1ccc(C(C)C)cc1
-1	-38	x	x	-1	7	x	x	x	CC(C)(C)c1nnc(NC(=O)NS(=O)(=O)c2ccccc2)s1
x	x	-9[fluorescence artefact?]	-3	x	x	-7	4	96	CCCc1nc(N2CCN(C)CC2)c2sc(=S)n(-c3ccccc3)c2n1

# High-throughput results as filed in PubChem.

# Rows were taken by chance, and some 4.7% of all compounds hit somewhere here.
